Assay outcomes: PubChem BioAssay, The Scripps Research Institute Molecular Screening Center
M1 ag – agonists of human M1 muscarinic receptor; P11229; activation, % at 3 µM; 360,000 tested, 0.33% active; CHO-K1 hM1, Fluo-8 calcium fluorescence, agonist mode; 0% DMSO, 100% acetylcholine EC100;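 active = activation above the run's mean compound activation plus 3 SD, cut at about 16% in these data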;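 also: peak over basal fluorescence ratio within a 140 s kinetic read after compound addition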
Target sequence (P11229 whole entry, looked up): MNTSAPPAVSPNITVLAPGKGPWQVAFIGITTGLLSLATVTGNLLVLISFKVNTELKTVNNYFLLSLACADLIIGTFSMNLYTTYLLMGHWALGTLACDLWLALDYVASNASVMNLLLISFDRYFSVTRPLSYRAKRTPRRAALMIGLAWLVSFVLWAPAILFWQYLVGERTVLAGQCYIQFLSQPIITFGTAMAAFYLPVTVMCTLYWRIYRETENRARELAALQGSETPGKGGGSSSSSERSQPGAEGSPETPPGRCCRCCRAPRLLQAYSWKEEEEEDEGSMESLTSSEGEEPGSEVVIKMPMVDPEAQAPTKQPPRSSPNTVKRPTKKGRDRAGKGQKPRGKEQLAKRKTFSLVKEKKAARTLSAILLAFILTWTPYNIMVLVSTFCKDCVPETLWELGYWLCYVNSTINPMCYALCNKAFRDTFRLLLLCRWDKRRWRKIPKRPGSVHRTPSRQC
M5 antag – CHRM5 antagonism in calcium assay. P08912. CHO-hM5 cells, Fluo-8 calcium fluorescence, ACh EC80. inhibition, % at 3 µM. 360,000 tested, 0.59% active;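 active = inhibition above a per-plate cutoff, the mean of that plate's test compounds plus 3 SD, cut at about 27% in these data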;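 also: 0% = acetylcholine EC80 with DMSO and 100% = DMSO without agonist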
M4 ag – CHRM4 agonism in calcium assay; P08173; 360,000 tested, 0.14% active; CHO-K1 hM4/Gqi5, Fluo-8 calcium fluorescence; vehicle 0%, full acetylcholine response 100%; activation, % at 3 µM; AID 624127;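 active = activation above the run mean over all test wells plus 3 SD, cut at about 32% in these data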;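 also: peak over basal fluorescence ratio per well then scaled between controls; 0% = DMSO wells and 100% = acetylcholine at EC100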
Target sequence (P08173 whole entry, looked up): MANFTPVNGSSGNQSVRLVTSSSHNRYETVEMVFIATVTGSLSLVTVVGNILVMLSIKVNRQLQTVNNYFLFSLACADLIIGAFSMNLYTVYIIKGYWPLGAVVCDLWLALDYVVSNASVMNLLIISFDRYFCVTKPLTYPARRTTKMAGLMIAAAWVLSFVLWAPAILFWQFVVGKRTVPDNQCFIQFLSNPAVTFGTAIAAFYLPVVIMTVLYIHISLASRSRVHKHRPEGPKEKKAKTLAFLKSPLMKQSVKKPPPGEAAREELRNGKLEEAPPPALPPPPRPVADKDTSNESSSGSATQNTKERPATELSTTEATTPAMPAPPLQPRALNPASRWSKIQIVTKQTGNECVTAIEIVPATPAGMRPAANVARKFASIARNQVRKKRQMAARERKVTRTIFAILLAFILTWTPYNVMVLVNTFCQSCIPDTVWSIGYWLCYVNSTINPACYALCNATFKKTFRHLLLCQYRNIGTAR
CHRM1 PAM – potentiates human M1 receptor response to acetylcholine. P11229. CHO-K1 hM1, Fluo-8 calcium fluorescence, ACh EC20; 0% = ACh EC20, 100% = maximal ACh. activation, % at 3 µM. 360,000 tested, 0.088% active; in the data active = activation above about 19%, passing the limit was not always enough
CHRM1 antagonist – human CHRM1 antagonism; P11229; CHO-K1 hM1, Fluo-8 calcium fluorescence, ACh EC80 antagonist; inhibition, % at 3 µM; 360,000 tested, 1.3% active; AID 588852;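 active = percent inhibition above its own plate's cutoff, namely the mean of that plate's compound wells plus 3 SD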;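 also: peak over basal fluorescence ratio during 140 s after agonist addition; 0% = ACh EC80 plus DMSO and 100% = DMSO alone without agonist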
TAAR1 ag – human TAAR1 agonism; Q96RJ0; CHO RD-HGA16 TAAR1, Fluo-8 calcium fluorescence; vehicle wells 0%, saturating PEA agonist 100%; activation, % at 3 µM; 360,000 tested, 0.99% active; AID 624467;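 active = activation above the mean activation of all test compounds in the run plus 3 SD, cut at about 38% in these data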
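test system = CHO RD-HGA16 cells carrying human TAAR1 plus Gα16 | schedule = 17-24 h seeding, 75 min 37 °C dye, 30 min RT | compound dosing = 3 µM single concentration | control set = DMSO and PEA EC100 | replicates = n 1 | signal = Fluo-8 fluorescence, 5 s baseline then 140 s kinetic read | measure = percent activation vs PEA EC100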
CHRM4 antagonist – antagonists of human muscarinic M4 receptor (CHRM4). inhibition, % at 3 µM. 360,000 tested, 0.73% active. P08173. CHO-hM4 cells, ACh EC80, Fluo-8 calcium fluorescence;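 active = inhibition above its plate's cutoff, the mean inhibition of sample wells plus 3 SD, cut at about 27% in these data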;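 also: 0% = acetylcholine EC80 with DMSO and 100% = DMSO without agonist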
CHRM5 agonist – CHRM5 agonism in calcium assay. AID 624037. activation, % at 3 µM. P08912. 360,000 tested, 0.19% active. CHO-K1 hM5 cells, Fluo-8 calcium fluorescence; 0% DMSO wells, 100% maximal acetylcholine response;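 active = activation above the run's mean over test compounds plus 3 SD, cut at about 23% in these data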;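 also: signal is peak over basal fluorescence ratio across the kinetic read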
CHRM5 PAM – CHRM5 positive allosteric modulation; activation, % at 3 µM; P08912; 360,000 tested, 0.3% active; CHO-K1 hM5, Fluo-8 calcium, ACh EC20 PAM; 0% = ACh EC20, 100% = ACh EC100; AID 624038;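 active = activation above the run cutoff, the mean activation of all test compounds plus 3 SD, cut at about 18% in these data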
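System – CHO-K1 hM5 cells · Compound – 3 µM, single dose · Incubation – compound preincubation 140 s before EC20 acetylcholine addition · Technique – Fluo-8 calcium fluorescence · Measure – Max/basal fluorescence ratio as % of EC20–EC100 ACh window · Benchmarks – low control EC20 acetylcholine (0%), high control EC100 acetylcholine (100%) · Replication – singlicate, one well per test compound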
Numbers without * were called inactive; nt = no result given; & = joins results of further samples.

SMILES | M1 ag | M5 antag | M4 ag | CHRM1 PAM | CHRM1 antagonist | TAAR1 ag | CHRM4 antagonist | CHRM5 agonist | CHRM5 PAM
CCCCN1CCCCC1C(=O)Nc1c(C)cc(C)cc1C (stereo not drawn) | -5 | 4 | 1 | 8 | 9 | 7 | 20 | 0 | -1
CCOc1cc(-c2nc(-c3ccccc3OC)no2)cc(OCC)c1OCC | -4 | -6 | 2 | 6 | -11 | 3 | -4 | -4 | 0
COc1ccc(OC)c(CNC(=O)COc2cc(=O)n(C)c3ccccc23)c1 | -6 | 0 | 1 | 10 | -5 | 14 | -2 | -1 | -3
CC(C)CCn1c2ccccc2c2cc(CC(N)=O)ccc21 | -3 | 6 | 1 | 1 | -5 | 3 | -3 | -1 | -1
Cc1ccc(S(=O)(=O)N2CCCSCC2)cc1 | -4 | -12 | 1 | 5 | -26 | 8 | -2 | -5 | 5
CC(C)(O)C1=C[N+](=O)CC=C1 | nt | -4 | 1 | nt | nt | 1 | 1 | 4 | 4
Fc1ccc(C2CC(c3ccco3)=NN2c2ccccc2)cc1 (stereo not drawn) | -2 | -5 | -1 | 0 | -3 | 6 | -6 | -8 | -3
O=C(NCC(O)c1ccc2ccccc2c1)c1c(F)cccc1F (stereo not drawn) | -1 | 8 | 13 | 7 | -1 | 12 | -3 | 1 | -7
COc1cc(C)nc(N(Cc2ccccc2)S(=O)(=O)c2ccccc2)n1 | -4 | 5 | -2 | -2 | -5 | 15 | 14 | -11 | -7
Cc1ccc(C)c(S(=O)(=O)N2CCN(C(=O)CCc3nc4ccccc4c(=O)[nH]3)CC2)c1 | -5 | 7 | 7 | 1 | -9 | 3 | -20 | -2 | -8
O=C(NC(Cc1ccccc1)C(=O)O)/C(=C/c1ccc(Br)cc1)NC(=O)c1ccc(Br)o1 (stereo not drawn) | 1 | 9 | 0 | 13 | -2 | 0 | -1 | -4 | -5
CCN(CC)C(=O)N1CCN(S(=O)(=O)c2ccc(C)c(C)c2)CC1 | -3 | -10 | 5 | 1 | -15 | 5 | -1 | 3 | -7
CC(C)NC(=O)c1cc2cc(Br)ccc2oc1=O | -3 | 6 | 1 | -11 | 24 | 11 | 13 | -4 | -4
CCOC(=O)C1CCN(S(=O)(=O)c2cccc(-c3cn4cccc(C)c4n3)c2)CC1 | -2 | -6 | 7 | -8 | -14 | 10 | 12 | -6 | -3
CCC(=O)Nc1ccc2c(c1)nc(CCN1CCN(c3ccccc3)CC1)n2C | -9 | 15 | 0 | -21 | 43* | 1 | 4 | -5 | -3

Copied from the list.
Entry of COc1ccc(OC)c(CNC(=O)COc2cc(=O)n(C)c3ccccc23)c1 in CHRM5 agonist: -1
Entry of O=C(NCC(O)c1ccc2ccccc2c1)c1c(F)cccc1F (stereo not drawn) in M1 ag: -1
Entry of Fc1ccc(C2CC(c3ccco3)=NN2c2ccccc2)cc1 (stereo not drawn) in M5 antag: -5

The listing picks up with the two entries that preceded the break.
SMILES | M1 ag | M5 antag | M4 ag | CHRM1 PAM | CHRM1 antagonist | TAAR1 ag | CHRM4 antagonist | CHRM5 agonist | CHRM5 PAM
CCOC(=O)C1CCN(S(=O)(=O)c2cccc(-c3cn4cccc(C)c4n3)c2)CC1 | -2 | -6 | 7 | -8 | -14 | 10 | 12 | -6 | -3
CCC(=O)Nc1ccc2c(c1)nc(CCN1CCN(c3ccccc3)CC1)n2C | -9 | 15 | 0 | -21 | 43* | 1 | 4 | -5 | -3
C=C1C[C@@]23CCC4[C@@](C)(CCC[C@@]4(C)C(=O)OC)C2CC[C@]1(OC(C)=O)C3 (stereo partly drawn) | -2 | 10 | 0 | 9 | -7 | 17 | 5 | 0 | 2
CC(=O)N1c2ccc(S(=O)(=O)N(C)CC(=O)Nc3cccc(C)c3)cc2CC1C (stereo not drawn) | -1 | 20 | 10 | -10 | 2 | 3 | 16 | 2 | -5
COc1ccc(CNc2ncnc(N)n2)cc1 | -2 | 0 | 1 | 8 | -11 | 13 | 1 | -2 | -6
CCCCN(C(=O)c1ccc2c(c1)S(=O)(=O)N=C1CCCCCN12)c1c(N)n(CCCC)c(=O)[nH]c1=O | -2 | -2 | 1 | -6 | 11 | 1 | 2 | 2 | -3
O=[N+]([O-])c1ccc(-n2nncc2-c2ccccc2)cc1 | -7 | -9 | 0 | 3 | -18 | 1 | -8 | -18 | 19*
CCN(CC)C(=O)Cn1cnc2c1c(=O)n(C)c(=O)n2C | -1 | -3 | 0 | -3 | 20 | 0 | 3 | 1 | 4
COc1ccc(-n2c(O)c(Cc3ccccc3)c(=O)n3nc(-c4ccccc4)c(=O)cc23)cc1 | -4 | -4 | 1 | 2 | -5 | 4 | -14 | -4 | 9
Cc1ccccc1C(=O)NC1CCN(CC(=O)Nc2ccc3c(c2)OCO3)CC1 | -4 | 9 | 3 | 3 | 10 | 8 | -2 | -4 | 4
CCOc1ccccc1NC(=O)C(=O)CC(=O)c1ccc(OC)cc1 | -9 | -1 | -1 | 7 | -12 | 24 | -5 | 1 | 3
Cn1ncc2c(Nc3ccccc3Br)ncnc21 | 0 | -3 | 0 | -5 | 4 | 0 | 4 | -2 | -2
COc1ccc(Cn2c3ccc(OC)cc3c3nc4ccccc4nc32)cc1 | -6 | 4 | 0 | 6 | -4 | 4 | -5 | -2 | 1
O=C(c1ccco1)N1CCCN(Cc2cn[nH]c2-c2ccc(-c3ccccc3)cc2)CC1 | -12 | 4 | 4 | 9 | -2 | 18 | -9 | -3 | 4
COC(=O)/C=c1/s/c(=C(\C#N)C(=O)NCc2ccco2)n(-c2ccc(C)cc2)c1=O | -8 | -4 | 1 | -4 | -15 | 0 | -1 | -9 | -6
COc1cccc(OCC(O)CN2CCOCC2)c1 (stereo not drawn) | -4 | 4 | 0 | -4 | 7 | 11 | 1 | -1 | 1
O=C(O)/C=C1\CCCc2ccccc2C1O (stereo not drawn) | 0 | -8 | 0 | -9 | -3 | 2&2 | -8 | 0 | 6
COc1ccc(S(=O)(=O)Nc2ccccn2)cc1C | -8 | -3 | 0 | 3 | 0 | 5 | -1 | -3 | -3
C[C@@H]1CCCCO[C@@H](CN(C)CC2CCCCC2)[C@@H](C)CN([C@H](C)CO)C(=O)c2cc(NS(=O)(=O)c3ccc(Cl)cc3)ccc2O1 | -12 | -1 | 1 | -11 | 7 | 2 | 3 | -2 | 6
CN(C)c1ccc(CC(=O)N2CCCCC2c2cc(C(=O)Nc3ccccc3)no2)cc1 (stereo not drawn) | -5 | 23 | 5 | -5 | 0 | 2 | 3 | -4 | -7
CC(C)COc1ccc(S(=O)(=O)NNC(=O)c2cc3ccccc3o2)cc1 | -6 | 1 | 13 | -7 | 8 | 4 | -23 | 0 | -16
Cc1nc(SCC(=O)Nc2c(C)n(C)n(-c3ccccc3)c2=O)c(C#N)c(C)c1C | -8 | -1 | 1 | 0 | -7 | 0 | -17 | -2 | -6
CC(C)(C)c1nc2cc(Cl)c([N+](=O)[O-])cc2o1 | 3 | 9 | 4 | 6 | -11 | 1 | 0 | 3 | -1
CCOC(=O)c1c(C)cccc1OCC(N)=O | -4 | -7 | 0 | 7 | -12 | 8 | -8 | -3 | 6
C=C1CCC[C@]2(C)C[C@H]3OC(=O)C(CN4CC(C)OC(C)C4)[C@H]3C[C@@H]12 (stereo partly drawn) | -1 | -7 | 2 | 9 | -24 | 8 | -4 | -4 | 3
COc1ccc(NC(=O)COC(=O)c2cc(SC)ccc2Cl)c(OC)c1 | -6 | 0 | 0 | -10 | 16 | -1 | 2 | -4 | -4
Cc1sc2ncnc(N3CCC(C(=O)Oc4cccc(Cl)c4Cl)CC3)c2c1C | -4 | 17 | 18 | -6 | 15 | 0 | -1 | 3 | -15
Cc1ccc(C(=O)N/N=C\c2ccc[nH]2)cn1 | -1 | 12 | 1 | 6 | -28 | 9 | 3 | -2 | -10
COc1ccccc1C(=O)NNC(=S)NC(=O)c1cc(OC)c(OC)c(OC)c1 | 8 | -2 | 4 | 9 | -4 | 30 | 0 | 5 | 6
CCCCN(C(=O)c1ccc(N2CCCC2=O)cc1)c1c(N)n(CCCC)c(=O)[nH]c1=O | 1 | 4 | 0 | 8 | -3 | 1 | -8 | -5 | -1
CCOc1ccccc1C(=O)NCC(=O)Nc1ncccc1C | -1 | 0 | 1 | 3 | -1 | 3 | 3 | 5 | -2
COc1ccc(N(CC(=O)N2CCN(c3ccccc3F)CC2)S(=O)(=O)c2c(C)noc2C)cc1 | -2 | 13 | 0 | 6 | -7 | 2 | 7 | -4 | -7
COc1cccc(C2CC(c3ccccc3)Nc3ncnn32)c1 (stereo not drawn) | -6 | -2 | 2 | 4 | -6 | 6 | -9 | -1 | 2
CCC(C)NS(=O)(=O)c1ccc(OCC(=O)N2CCCC2)cc1 (stereo not drawn) | -2 | 0 | 0 | 1 | -4 | 3 | 11 | -1 | 1
CC(C)C(=O)Nc1ccc2nn(-c3ccccc3)nc2c1 | 1 | 8 | 6 | 1 | 0 | 4 | -1 | 4 | -1
COc1cccc(CN2CCN(Cc3c(C)nn(C(C)C)c3C)CC2CCO)c1 (stereo not drawn) | -9 | -1 | 1 | -7 | 7 | 9 | 8 | -4 | 2
O=C(CSc1ccccc1F)Nc1ccc2c(c1)OCO2 | -4 | 11 | 1 | 3 | -9 | -1 | -9 | -2 | 7
COCC(=O)NNC(=O)c1ccc(OC)cc1 | -4 | 0 | 1 | 7 | -12 | 0 | 5 | -1 | -2

Some of these compounds in order of number of heavy atoms, falling.
SMILES | M1 ag | M5 antag | M4 ag | CHRM1 PAM | CHRM1 antagonist | TAAR1 ag | CHRM4 antagonist | CHRM5 agonist | CHRM5 PAM
CCC(C)NS(=O)(=O)c1ccc(OCC(=O)N2CCCC2)cc1 (stereo not drawn) | -2 | 0 | 0 | 1 | -4 | 3 | 11 | -1 | 1
CC(C)C(=O)Nc1ccc2nn(-c3ccccc3)nc2c1 | 1 | 8 | 6 | 1 | 0 | 4 | -1 | 4 | -1
COCC(=O)NNC(=O)c1ccc(OC)cc1 | -4 | 0 | 1 | 7 | -12 | 0 | 5 | -1 | -2

A portion of the library; the hit share may differ from the screen's.
